b-catenin transl: modulators of beta-catenin nuclear translocation. actives 0.3% (n = 190,000). nuclear translocation activity, % at 5 µM. HeLa beta-catenin nuclear translocation, immunofluorescence imaging;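 active means nuclear translocation activity above 50% at 5 µM, with a well cell count of 50 or more; inconclusive means wells under 50 cells across six images, flagged as toxic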;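 further: per-cell ratio of nuclear to cytoplasmic median beta-catenin stain intensity; plate controls were DMSO negative control for no effect and GSK-3 inhibitor IX positive control for full effect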
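assay system = human HeLa cells, endogenous beta-catenin | times = compound treatment 24 h, 37°C, 5% CO2 | detection = Anti-beta-catenin immunofluorescence on PFA-fixed, Triton-permeabilized cells, DAPI nuclei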
Dynein cargo inh: blocks dynein driven cargo transport along microtubules; 3617.4 mouse cells, GR-EGFP nuclear translocation imaging; test concentration mostly 20 µM; stimulated with dexamethasone, 1 µM; active compounds read low; z-score, hits read low; actives 0.47% (n = 220,000);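 active means plate z-score of nuclear minus cytoplasmic receptor signal below a set negative limit, without overly bright fluorescence or cell loss, cut at about -3.5 in these data, passing the limit was not always enough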;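 further: z-score of nuclear minus cytoplasmic ring GR-EGFP intensity difference per well; some compounds called inactive have numbers as strong as hits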
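Buffer or medium: Induction medium lacking tetracycline, stripped serum | Also added: Dexamethasone agonist, 1.0 µM final, for 30 min | Timing: 48 h induction, 1 h compound, 30 min dex at 37 °C | Detection: Formaldehyde fixation, Hoechst nuclear stain, 10x automated fluorescence imaging | Measure: Nuclear versus cytoplasmic GR-EGFP signal, averaged per well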
WT yeast gro inh: growth inhibition of WT yeast, mitochondrial fusion screen | mitochondrial fusion phenotypic screen, WT strain | inhibition, % at 10 µM | actives 2.1% (n = 190,000) | AID 1362; in the data active means inhibition above about 58%; tested in S. cerevisiae
Yfh1-off respiration: mitochondrial function rescue without frataxin homolog – Friedreich's ataxia, plus single-dose screen, dose response (AID 1465) | S. cerevisiae Yfh1-off respiration, WST-1 reduction, 72 h; higher fold induction means a stronger effect | fold induction at 50 µM; hits with a dose series show EC50 in µM | actives 0.074% (n = 220,000);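 active means fold induction of absorbance versus untreated yeast above a set limit, then at least 30% activation at any dose in follow-up; inconclusive means repeats straddling the limit, or above it without dose testing; inactive means fold induction below the set limit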;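 further: activators that raise dye reduction in frataxin-depleted yeast; strong numbers were not always called active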
MT stabilizer: stabilizes microtubules in HeLa cells; HeLa tubulin immunostaining HCS, 24 h; share of cells brighter than vehicle mean+2SD; % tubulin-high responders, % at 10 µM; actives 0.83% (n = 200,000); AID 2205;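 active means plate Z-score above 3 for both tubulin-high and condensed-nucleus cell shares, with cell loss under 80%, at 10 µM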;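 further: anti alpha tubulin signal scored within the nucleus-defined area of each cell; some results filed as inactive read as strong as hits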
HEK293 NOD2/NF-kB: inhibition of NOD2-driven NF-kB reporter – cell-based, luminescence, uHTS, HEK293 (AID 1566); HEK293 NOD2/NF-kB luciferase reporter, luminescence; higher % means a stronger effect; actives 0.63% (n = 290,000); one-dose inhibition, % at 4 µM; EC50 in µM for titrated hits; in the data active means inhibition above about 50%; further: many of its hits are not listed in these tables
Insulin prom up: MIN6 insulin promoter up-regulation; MIN6 insulin promoter-GFP reporter, high-content imaging; active compounds read high; actives 0.3% (n = 190,000); z-score at 5 µM;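 active means z-score above 3 at 5 µM with at least 500 cells counted in the well; inconclusive means wells under 500 cells, flagged as cytotoxic or low count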
Hep lipid drop: modulators of hepatic lipid droplet formation; AML12 mouse hepatocytes, oleate lipid droplets, BODIPY imaging; inhibition, % at 6.5 µM; actives 0.4% (n = 240,000); AID 1656;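 active means lipid droplet intensity inhibited by at least 50%, with more than 500 cells counted; inconclusive means wells with under 300 cells, treated as cytotoxic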
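Assay system: AML12 mouse liver cells | Compound dosing: One dose, 6.5 µM compound | Read-out basis: Droplet intensity reduction, % inhibition | Measured by: Fluorescence imaging, 20x objective, two fields per well | Schedule: Overnight treatment with compound plus oleate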
Autophagy HCS: alters autophagy in cells | MEF GFP-LC3 puncta imaging; test concentration mostly 10 µM | calls only at 10 µM (by protocol) | actives 0.98% (n = 190,000) | AID 463193;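 active means percentage of spot-positive cells more than 3 SD above its plate mean, without a fluorescence outlier flag or 80% toxicity; inconclusive means no clear call, values can overlap the other calls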;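 further: spot-positive cell cutoff set from DMSO-treated cells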
WT yeast gro inh mutant strain: further read-out of WT yeast gro inh, marked with its call; inhibition, %; mitochondrial fusion phenotypic screen, mutant strain inhibition
Dynein cargo inh cytoplasmic EGFP: second read-out of Dynein cargo inh, no call of its own (marks repeat the call); z-score; measured here: cytoplasmic GR-EGFP intensity; active compounds read high
Dynein cargo inh nuclear GR-EGFP: further read-out of Dynein cargo inh, marked with its call; z-score; measured here: nuclear GR-EGFP intensity;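 lower value marks the stronger effect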
Dynein cargo inh cell count: also measured in Dynein cargo inh; calls as there; z-score; measured here: cell count per field
Insulin prom up cell count: second read-out of Insulin prom up, no call of its own (marks repeat the call); cell count; measured here: cytotoxicity, nuclei count;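 total cells summed across four imaged fields per well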
Hep lipid drop cells 6.5 µM: second read-out of Hep lipid drop, no call of its own (marks repeat the call); cell count; measured here: cell count, cytotoxicity flag;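 cells counted across two imaged fields per well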
b-catenin transl cell count 5 µM: recorded beside b-catenin transl, whose call it bears; cell count; measured here: cell count, cytotoxicity flag
MT stabilizer Hoechst-high %: second read-out of MT stabilizer, no call of its own (marks repeat the call); % Hoechst-high responders; measured here: nuclear condensation Hoechst responders;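 share of cells brighter than vehicle mean plus two SD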
MT stabilizer cytotoxicity %: second read-out of MT stabilizer, no call of its own (marks repeat the call); toxicity, %; measured here: cytotoxicity by cell density;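 0% = mean cell density of plate MIN control wells and 100% = no cells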
Autophagy HCS cell loss 18 h: further read-out of Autophagy HCS, marked with its call; toxicity, %; measured here: cell loss, nuclei count;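 cell loss after 18 h compound exposure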
Active calls of the source: *; i = inactive; ? = inconclusive; · = not tested or not shown. Some of the compounds tested. The share of hits here may be higher or lower than overall.

SMILES	b-catenin transl	b-catenin transl cell count 5 µM	Dynein cargo inh	Dynein cargo inh cytoplasmic EGFP	Dynein cargo inh nuclear GR-EGFP	Dynein cargo inh cell count	WT yeast gro inh	WT yeast gro inh mutant strain	Yfh1-off respiration	MT stabilizer	MT stabilizer Hoechst-high %	MT stabilizer cytotoxicity %	HEK293 NOD2/NF-kB	Insulin prom up	Insulin prom up cell count	Hep lipid drop	Hep lipid drop cells 6.5 µM	Autophagy HCS	Autophagy HCS cell loss 18 h
CCN(CC)CCN(C(=O)c1cccc(N2C(=O)CCC2=O)c1)c1nc2cc3c(cc2s1)OCO3	0.4	1046	-0.32	-0.2	-0.19	0.59	-12	0	i	3.9	1.7	10	-10%	-0.15	1251	6	713	i	13
CC1(C)C(=O)Nc2ccccc2N1C(=O)COc1ccc(S(=O)(=O)N2CCOCC2)cc1Cl	-1.5	1128	-0.58	-0.21	0.0091	0.22	11	16	i	1.9	2.1	12	5%	-1.6	869	·	·	·	·
Cc1ccc(-c2n[nH]c(=S)n2/N=C/c2cccn2C)cc1	0.5	1354	-0.1	-0.22	-0.24	0.35	5	10	·	1.7	1.5	5.7	6%	-0.23	1543	·	·	i	5
CC(=O)Nc1ccc(NC(=O)CSc2nc3ccccc3o2)cc1	-2.2	535	0.42	0.25	0.41	0.36	-1	11	i	2.6	2.7	11	-55%	0.36	1153	-17	658	i	2
CC(NC(=O)c1ccc(Br)cc1)c1ccc2c(c1)CCCC2 (stereo not drawn)	0.7	1075	-0.0016	-0.097	0.33	0.08	63*	37*	i	3.7	4.0	7.9	4%	-0.8	1424	6	647	i	7
CC(C)(CNS(C)(=O)=O)SCc1ccc(Cl)cc1	-1.9	1130	0.96	-0.026	0.15	0.17	-10	-40	i	5.5	3.1	9.8	4%	-0.11	1292	5	706	i	-12
COc1ccc(/C=C(\C#N)C(=O)ONC2=NCCCCC2)cc1	-0.3	1130	-0.71	-0.1	-0.42	0.59	4	-7	i	2.6	1.0	4.3	-11%	-0.17	1178	-1	622	i	0
CC(=O)NC(C)CCc1ccccc1 (stereo not drawn)	0.0	1249	0.27	-0.16	-0.11	-0.19	·	·	i	·	·	·	3%	-0.35	1052	11	688	·	·
COc1ccc(S(=O)(=O)NCc2csc(-c3cccnc3)n2)cc1	-2.5	1088	-0.55	-0.24	-0.24	0.16	13	-2	i	5.4	2.5	2.0	8%	-0.13	2083	-26	611	i	10
CCOC(=O)N1CCC(n2c(SCC(=O)NCCc3ccc(S(N)(=O)=O)cc3)nc3ccccc3c2=O)CC1	-1.0	1129	0.76	-0.22	0.28	-0.4	-1	-8	i	1.7	3.0	5.4	-12%	0.07	1242	-6	712	i	2
COc1ccc(S(=O)(=O)N2CCN(Cc3c[nH]c4ccccc34)CC2)cc1	·	·	-0.3	-0.17	-0.2	-0.35	9	-5	i	1.7	2.1	11	11%	·	·	·	·	i	-9
Cc1cc(=O)oc2cc(Oc3ccc([N+](=O)[O-])cc3C(F)(F)F)ccc12	·	·	0.054	-0.016	0.6	0.039	·	·	i	1.7	0.8	6.0	·	·	·	·	·	i	11
COc1ccc(NC(=O)N2CCn3c2nc2ccccc23)cc1	1.3	1163	0.47	-0.11	0.53	0.049	12	-9	i	2.1	1.5	18	-12%	0.89	1400	4	754	i	6
COC(=O)/C(=C\C(=O)c1ccc([N+](=O)[O-])cc1)Nc1ccc(OC)cc1	-1.8	1169	-1.4	-0.19	-0.63	1.2	·	·	i	·	·	·	16%	0.27	1481	-12	699	·	·
Nc1c(C=C2C=CC(=O)C=C2)c(=O)nc2snc(SCc3ccccc3)n12	-0.3	1275	0.23	0.099	0.054	-0.0057	·	·	i	·	·	·	-56%	0	993	-3	685	·	·
COc1ccc(C(=O)CSc2nn3c(=O)c(C(C)(C)C)nnc3s2)cc1	-3.6	1236	-0.2	-0.19	0.0015	0.44	16	-63	i	14	3.2	19	4%	0.4	904	-1	759	i	20
Cc1ccc(S(=O)(=O)Nc2nc(C)c(NC(=O)OCCCl)s2)cc1	-1.7	1102	-0.61	-0.31	-0.31	0.45	-3	-9	·	1.9	2.0	7.9	-8%	0.11	885	1	688	i	5
CCOC(=O)/C(C#N)=C/C=C1/C=CC=CN1C	-3.7	1235	-0.97	-0.24	-0.51	0.8	·	·	>100µM*	·	·	·	-4%	-0.68	1476	-11	744	·	·
O=C1CCC(=O)N(O)CCCCCNC(=O)CCC(=O)N(O)CCCCNC(=O)CCC(=O)N(O)CCCCCN1	4.0	1079	0.13	-0.71	0.57	-0.56	·	·	i	·	·	·	-10%	0.24	1075	11	647	·	·
CCOC(=O)c1sc(NS(=O)(=O)c2ccccc2)nc1C	·	·	0.31	-0.2	0.34	0.65	·	·	i	2.2	1.5	4.9	8%	·	·	·	·	i	3
CC1(C)N(O)CC(c2cccs2)=[N+]1[O-]	0.8	1079	2	-0.2	1.3	-0.42	0	4	i	3.2	2.1	7.9	3%	-0.3	1269	-2	753	i	29
CSC1=NC2(CCCCC2)CC12C=CC(=O)C=C2	0.3	1041	-1	-0.18	-0.49	0.47	5	3	i	2.7	1.7	1.4	18%	-1.7	1288	6	704	i	23
Cc1ccc(C(=O)NCCc2ccc(F)cc2)s1	6.3	823	0.26	-0.35	0.82	-0.0093	30	17	i	2.0	2.6	7.6	-105%	0.6	1551	3	711	i	1
O=C(NC1CCCCCC1)C1CCC(CNS(=O)(=O)c2ccc(Br)s2)CC1 (stereo not drawn)	-2.9	570	-0.6	-0.27	0.5	0.32	4	-20	i	3.9	2.8	6.9	1%	-0.35	1289	-13	752	i	-7
Cc1ccc(C)n1CCN1CCN(S(=O)(=O)c2ccc(F)cc2F)CC1	-2.7	1203	0.69	-0.11	0.25	-0.53	·	·	i	·	·	·	-7%	·	·	-6	737	·	·
CC1CCCCC1NC(=O)C1CCN(S(=O)(=O)c2ccc(-n3cnnn3)cc2)CC1 (stereo not drawn)	-0.7	1003	-0.17	0.17	0.028	0.91	9	-4	i	2.2	1.1	5.0	4%	1.7	935	6	829	i	1
CCOCCCNC(=O)C1CCN(S(=O)(=O)N2CCCC2)CC1	0.4	1055	0.55	-0.17	-0.064	-0.15	-5	10	i	3.4	2.3	3.7	5%	-0.32	1165	-5	818	i	5
CCOC(=O)Cc1cnc(NC(=O)CSc2nc3ncnc(N)c3[nH]2)s1	-3.1	1121	-0.1	-0.31	-0.23	0.16	-9	3	i	7.8	1.0	12	18%	0.63	1364	2	703	i	-5
COc1ccc(N2CCN(C(CNC(=O)C3CCCCC3)c3cccnc3)CC2)cc1 (stereo not drawn)	-0.9	1412	0.92	-0.25	0.58	-0.62	29	12	i	4.3	2.4	20	-6%	-0.55	1496	·	·	i	17
CC(=O)/C(C(=N)N1CCN(c2cccc(Cl)c2)CC1)=C(\C)O	-1.7	1149	-0.58	-0.19	-0.22	0.61	-13	9	i	3.9	1.7	3.1	4%	2.7	1275	-14	752	i	2
Cc1c(Br)c([N+](=O)[O-])nn1CC(=O)N1CCN(Cc2ccccc2)CC1	-0.9	1470	2.1	-0.13	1.1	-1.1	12	0	i	1.3	1.9	4.5	-16%	-0.08	1597	-19	685	i	7
CN1CCN(CC(=O)NC2CCCCC2)CC1	-5.1	1322	-1.2	-0.3	-0.41	1.3	-11	12	i	0.8	1.1	7.7	5%	-0.24	974	-2	704	i	-4
O=C(Nc1cc2c3c(c1)C1CCCC1CN3CC1CCCC21)c1ccc([N+](=O)[O-])cc1 (stereo not drawn)	-3.1	1253	0.46	-0.21	0.69	-0.56	15	0	i	1.6	1.7	6.4	1%	?	·	46	601	i	23
CN(CC(=O)OCC(=O)Nc1ccccc1)S(=O)(=O)c1ccc(Cl)cc1	-5.6	1204	0.54	-0.053	0.69	-0.88	-10	4	i	1.4	1.0	11	6%	0.83	841	10	757	i	7
CCCS(=O)(=O)c1c(S(=O)(=O)CCC)c2c3ccccc3ccn2c1C(N)=O	-1.7	1011	0.2	0.2	0.15	0.59	4	11	i	1.7	1.9	5.6	11%	-0.32	1272	·	·	i	13
Cc1sc2nc(CN(C(=O)c3cccs3)C3CCCC3)[nH]c(=O)c2c1C	-5.9	982	0.24	-0.2	0.29	-0.35	7	-11	i	3.0	2.0	14	21%	-0.8	1248	·	·	i	-6
Cc1ccc(S(=O)(=O)N2CCN(C(=O)c3ccccc3)CC2)cc1	·	·	-0.83	-0.27	-0.59	0.71	0	-6	i	0.6	1.0	15	15%	·	·	6	812	i	3

Ordered by value in MT stabilizer Hoechst-high % (smallest number first): three of the compounds above.
compound | Dynein cargo inh | Dynein cargo inh cytoplasmic EGFP | Dynein cargo inh nuclear GR-EGFP | Dynein cargo inh cell count | WT yeast gro inh mutant strain | MT stabilizer Hoechst-high % | HEK293 NOD2/NF-kB
CN(CC(=O)OCC(=O)Nc1ccccc1)S(=O)(=O)c1ccc(Cl)cc1 | 0.54 | -0.053 | 0.69 | -0.88 | 4 | 1.0 | 6%
CCOC(=O)c1sc(NS(=O)(=O)c2ccccc2)nc1C | 0.31 | -0.2 | 0.34 | 0.65 | · | 1.5 | 8%
CCOCCCNC(=O)C1CCN(S(=O)(=O)N2CCCC2)CC1 | 0.55 | -0.17 | -0.064 | -0.15 | 10 | 2.3 | 5%
